KAT2A inh: inhibitors of human GCN5L2 histone acetyltransferase; Q92830; GCN5L2 HAT assay, ThioGlo1 CoA-SH fluorescence; Potency, µM (titrated, usually from 58.9 µM), without a hit: top-dose activity change, negative = inhibition, hits mostly inhibitors; 390,000 tested, 0.21% active; AID 504327
Target sequence (Q92830 whole entry, looked up): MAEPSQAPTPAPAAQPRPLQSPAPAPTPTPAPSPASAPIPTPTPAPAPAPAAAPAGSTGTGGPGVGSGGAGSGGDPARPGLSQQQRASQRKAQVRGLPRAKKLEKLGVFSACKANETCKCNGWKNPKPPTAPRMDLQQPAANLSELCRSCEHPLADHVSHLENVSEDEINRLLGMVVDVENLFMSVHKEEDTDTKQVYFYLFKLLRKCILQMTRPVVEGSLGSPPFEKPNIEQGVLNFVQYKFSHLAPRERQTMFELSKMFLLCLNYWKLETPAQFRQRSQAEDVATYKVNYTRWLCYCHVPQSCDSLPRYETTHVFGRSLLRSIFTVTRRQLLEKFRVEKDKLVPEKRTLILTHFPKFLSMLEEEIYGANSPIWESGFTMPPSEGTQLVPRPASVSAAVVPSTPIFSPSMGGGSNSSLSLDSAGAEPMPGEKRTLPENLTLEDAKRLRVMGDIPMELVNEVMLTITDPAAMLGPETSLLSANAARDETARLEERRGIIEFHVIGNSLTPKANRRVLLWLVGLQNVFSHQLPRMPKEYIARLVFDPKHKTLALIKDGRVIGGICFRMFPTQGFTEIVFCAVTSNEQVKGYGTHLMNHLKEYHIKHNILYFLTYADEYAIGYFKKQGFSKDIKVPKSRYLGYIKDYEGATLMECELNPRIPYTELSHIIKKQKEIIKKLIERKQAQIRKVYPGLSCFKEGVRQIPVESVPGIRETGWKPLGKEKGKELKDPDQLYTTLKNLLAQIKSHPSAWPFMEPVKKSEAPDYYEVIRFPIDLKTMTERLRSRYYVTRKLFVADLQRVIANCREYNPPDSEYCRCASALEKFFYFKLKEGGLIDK
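Enzyme at 20nM final was mixed with library compounds for 15 min at room temperature. Peptide H3(1-25) at 75uM, acetyl-CoA at 70uM and ThioGlo1 at 50uM were then added. Plates were read immediately and after 20 min (Ex340nm/Em540nm).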
DT40 TDP1 no CPT: qHTS for Inhibitors of human tyrosyl-DNA phosphodiesterase 1 (TDP1): qHTS in cells in absence of CPT; DT40 Tdp1-/- hTDP1 cells, no CPT, ATP luminescence, 48 h; Potency, µM (highest dose often 46.2 µM), for inactives: at the top dose activity change, negative = growth inhibition, hits mostly inhibitors; 420,000 tested, 15% active; also: nearly all actives have a fitted effect of over 55% in size
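Luminescent ATP content (CellTiter-Glo) served as the growth readout. Knockout chicken DT40 cells expressing human TDP1 were exposed to compounds without camptothecin for a minimum 48 hr at 37 °C.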
DT40 TDP1 CPT: growth inhibition of DT40 Tdp1-/-;hTDP1 cells with camptothecin (screen for TDP1 inhibitors); chicken DT40 Tdp1-/-;hTDP1 cells + 20 nM CPT, ATP luminescence, 48 h; Potency, µM (series often up to 46.2 µM), inactives show at the top dose activity change, negative = growth inhibition, most hits filed as inhibitors; 420,000 tested, 12% active; AID 686979; also: nearly all actives have a fitted effect of over 55% in size
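Chicken DT40 Tdp1-/- cells stably complemented with human TDP1 were seeded at 400 cells/well in medium containing 20 nM camptothecin, exposed to pin-transferred compounds, and grown at 37 °C for at least 48 hr. Viability was read as ATP luminescence.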
* hit, by the source's call; ? = inconclusive; · = no result given; & = joins results of further samples. Calls follow the shape of the dose curve; as a rule, active = well fitted curve in the direction sought with a large enough effect; inconclusive = small, poorly fitted or top-dose-only effect, or another doubt; inactive = no such curve, though single readings can be large; an effect the other way counts as inactive or inconclusive. % is scaled to controls: 0 for no effect and ±100 for the full control effect; potency is read from the fitted curve at half-maximal effect.

No.	SMILES	KAT2A inh	DT40 TDP1 no CPT	DT40 TDP1 CPT
1	CC(=O)Nc1nc2ccc(Br)cc2s1	11.0%	?	13µM*
2	CC(Nc1nc(Nc2ccc(F)cc2)nc(SCC(N)=O)n1)c1ccccc1 (stereo not given)	-7.5%	-26.9%	12.9%
3	CN/N=C(\Cc1nc2ccccc2[nH]1)c1ccc([N+](=O)[O-])cc1	-6.4%	?	?
4	CC(C)N(Cc1nccn1C)C(=O)CC1C(=O)NCCN1Cc1ccc(F)c(F)c1 (stereo not given)	-1.9%	17.0%	1.3%
5	COc1ccc(CCNC(=O)Cn2cc(S(=O)(=O)Cc3ccc(F)cc3)c3ccccc32)cc1OC	-13.8%	20.6µM*	?
6	COc1ccc(NC(=O)CCC(=O)OCC(=O)c2ccc(Oc3ccc([N+](=O)[O-])cc3)cc2)cc1	-4.9%	1.4%	15.3%
7	O=C(Nc1ccc(Br)cc1)c1cccn1-c1ncc(C(F)(F)F)cc1Cl	-14.2%	?	15.8µM*
8	CC/C(=N\NC(=O)Nc1nonc1N)c1ccc(OC)c(OC)c1	-6.1%	-4.2%	4.8%
9	COc1ccc(OC)c(CNC(=O)CCSCc2ccc(F)cc2Cl)c1	-6.3%	?	-17.7%
10	NS(=O)(=O)c1ccc(CCNC(=O)C(=O)NCC2OCCN2C(=O)c2ccc3c(c2)OCO3)cc1 (stereo not given)	-10.7%	-0.2%	16.7%
11	COC(=O)c1cccc(NC(=O)CSc2nnc(C)n2Cc2ccccc2)c1	-0.7%	-8.7%	-2.4%
12	COc1c(C(C)C)oc2cc3oc(=O)ccc3cc12	-9.0%&-1.5%	18.4%&1.2%	1.9%&-6.1%
13	Cc1ccc(-c2noc(-c3nnn(CC(=O)Nc4ccc(C)c(Cl)c4)c3N)n2)cc1	1.9%	-14.4%	-27.9%
14	CCCCNC(=O)C1CCC(CNc2c(N3CCC(C)CC3)c(=O)c2=O)CC1 (stereo not given)	-4.6%	3.6%	0.9%
15	CC(C)c1ccc(COC(=O)CN2C(=O)NC3(CCCCC3C)C2=O)cc1 (stereo not given)	-14.9%	?	?
16	COc1ccc(C(C[N+](=O)[O-])c2c(-c3ccccc3)cc3ccccn23)c(OC)c1 (stereo not given)	-10.2%	5.17µM*	2.91µM*
17	Brc1ccc2[nH]c3nc(SCCN4CCOCC4)nnc3c2c1	-13.8%	?	?
18	CC(C)=CCC(C)(C)C1OCCN1C(=O)Nc1ccccc1 (stereo not given)	-2.9%	?	?
19	Cc1ccc(-c2noc(CN(C(=O)CCCCCN3C(=O)c4ccccc4C3=O)C(C)C)n2)cc1	-8.7%	?	?
20	CCOc1cc(-c2cc(N)n[nH]2)cc(OCC)c1OCC	-5.5%	19.3%	-9.8%
21	COc1ccc2oc(=O)c(C(=O)N3CCN(c4ccc(C)cc4)CC3)cc2c1	-5.4%	?	-23.3%
22	COc1ccccc1NC(=O)/C=C\C(=O)O	-3.6%	14.1%	-25.2%
23	O=c1[nH]c(C(F)(F)F)nc2c1nnn2Cc1ccccc1F	-0.1%	-2.2%	-7.7%
24	COc1ccc([N+](=O)[O-])cc1Nc1c2ccccc2nc2ccccc12	-9.5%	2.59µM*	2.59µM*
25	COC(=O)c1sc(NC(=O)c2c(C)noc2C)nc1C	-5.3%	4.3%	5.3%
26	CC(=O)Nc1ccc(S(=O)(=O)Nc2cc(C)ccn2)cc1	-4.5%	1.7%	-2.1%
27	COc1ccc(NC(=O)COC(=O)CN2C(=O)c3ccccc3C2=O)cc1	-6.8%	1.5%	-12.4%
28	C=CCOc1ccc(/C(O)=C2/C(=O)C(=O)N(CCCn3ccnc3)C2c2ccco2)cc1 (stereo not given)	-8.2%	11.9%	-5.8%
29	CCCNCc1nnc(-c2ccccc2Cl)o1	-1.7%	-14.8%	-21.9%
30	O=S(=O)(Cc1cc(Sc2ccccc2)nc(-c2ccccc2)n1)c1ccccc1	-15.1%	23.1µM*	23.1µM*
31	COc1cccc(N2CC(NC(=O)c3cccc4ccccc34)CC2=O)c1 (stereo not given)	-26.0%	?	-6.0%
32	CCC1(C)N(O)C(C)(C)C(c2ccc(F)cc2)=[N+]1[O-] (stereo not given)	-0.8%	-9.2%	-1.3%
33	CCN(CC)S(=O)(=O)c1ccc(NS(=O)(=O)c2ccc(O)c([N+](=O)[O-])c2)cc1	-0.4%	7.3%	1.3%
34	Cc1cc(C)n2nc(C(=O)OCC(=O)Nc3ccc(C)c(F)c3)nc2n1	0.7%	9.6%	-14.5%
35	C/C(=N\NC(=O)c1cc(C)nc2ccccc12)c1cccc(Cl)c1	-2.7%	-19.1%	-25.8%
36	CCOc1ccc(-c2cccc(NS(=O)(=O)c3ccccc3[N+](=O)[O-])c2)nn1	-15.7%	1.9%	-2.9%
37	Cc1nn(C)cc1S(=O)(=O)N1CCN(Cc2ccccc2Cl)CC1	0.3%	-0.1%	2.2%
38	Cc1noc(C)c1S(=O)(=O)N1CCC(C(=O)O)CC1	0.6%	1.7%	9.0%
39	COC(=O)c1ccccc1-c1ccc(/C=C2\C(=O)N(c3ccccc3)N=C2c2ccccc2)o1	-0.7%	?	-20.0%
40	CN1OC[C@@H]2CN(C(=O)c3cccc4ccccc34)[C@H](c3ccc(N4CCCCC4)cc3)C[C@@H]21	·	0.1%	-8.3%
41	CCOC(=O)CN1C(=O)N[C@H](c2ccc(Br)cc2)C(C(C)=O)=C1C	-3.4%	?	?
42	CCOC(=O)N1CCN(C(=O)C2CCC(=O)N(CCCc3ccccc3)C2)CC1 (stereo not given)	1.6%	4.0%	4.9%
43	COc1cc2c(cc1OC)C(c1ccc(C(F)(F)F)cc1)CC(=O)N2 (stereo not given)	1.1%	?	-4.3%
44	Cc1ccc(OCCNC(=O)[C@H]2O[C@@H](n3cnc4c(N)ncnc43)[C@H](O)[C@@H]2O)cc1C	·	-27.9%	-23.1%
45	CC1=C(C(=O)Nc2ccc(C)cc2C)C(c2sccc2C)n2ncnc2N1 (stereo not given)	?	-6.1%	-7.2%
46	CCOCCc1nnc(NC(=O)C(=O)c2cc(C)n(-c3cccc(C)c3)c2C)s1	-10.9%	?	-4.0%
47	CCOC(=O)c1ccc(N2C(=O)c3[nH]nc(-c4ccc(OC)cc4)c3C2c2ccccc2Cl)cc1 (stereo not given)	-8.1%	23.1µM*	18.4µM*
48	CCOC(=O)c1c(NC(=O)C(C)Sc2cn(CCNC(=O)c3ccc(OC)cc3)c3ccccc23)sc2c1CCC2 (stereo not given)	-5.1%	?	20.6µM*
49	OC1(C2(O)CC(c3ccccc3)ON2)CCCCC1 (stereo not given)	1.7%	18.4µM*	?
50	Cc1ccc(-c2n[nH]c(=O)c3ccccc23)cc1S(=O)(=O)NCC1CCCO1 (stereo not given)	0.9%	?	?

(listing goes on)
No.	SMILES	KAT2A inh	DT40 TDP1 no CPT	DT40 TDP1 CPT
51	COc1ccc(S(=O)(=O)N2CCCOC2CNC(=O)C(=O)NCCCn2ccnc2)cc1OC (stereo not given)	-6.6%	2.0%	15.1%
52	CCOCCCNC(=O)C(c1ccccc1)N(Cc1cccs1)C(=O)CNC(C)=O (stereo not given)	-1.6%	2.7%	1.6%
53	O=C(CC1CCS(=O)(=O)C1)Nc1ccc[nH]c1=O (stereo not given)	-3.2%	-10.6%	-4.9%
54	CN1c2ccsc2/C(=N/Nc2ccccc2)CS1(=O)=O	-8.1%	1.3µM*	4.11µM*
55	O=C(Nc1cccc(C2OCCCO2)c1)c1cccs1	2.3%	-19.9%	-21.6%
56	CC(=O)Oc1ccc(N2C(=O)c3cccc4c([N+](=O)[O-])ccc(c34)C2=O)cc1	-28.0%	5.8µM*	3.66µM*
57	CCn1c(SCC(=O)N(C)C)nc2cc(S(=O)(=O)N3CCOCC3)ccc21	2.0%	-8.1%	-9.9%
58	O=c1oc2ccccc2cc1O	-16.5%	-5.4%	-11.0%
59	Cc1ccc2c(c1)C(c1ccccc1)N(C(=O)c1ccc3c(c1)OCO3)CC(=O)N2 (stereo not given)	?	?	?
60	COc1ccc(C(=O)NCc2nnc(SCC(=O)c3ccccc3)n2C)cc1OC	3.2%	-19.9%	-16.1%
61	O=C(COC(=O)c1ccc(O)cc1O)Nc1cccc2ccccc12	-3.4%	3.3%	-1.3%
62	CC(C)c1ccc(C(CC(=O)O)NC(=O)c2cccs2)cc1 (stereo not given)	1.4%	-6.1%	2.8%
63	O=C(CN1CCCCCC1)Nc1ccccc1Oc1ccccc1	0.8%	?	-19.4%
64	O=C(COc1ccc([N+](=O)[O-])cc1Cl)Nc1ccc2[nH]c(=O)[nH]c2c1	-3.9%	-25.9%	-23.0%
65	S=C(NCCN1CCOCC1)N/N=C/c1ccccc1	1.3%	-3.2%	10.9%
66	CCOC(=O)C1(CCOc2ccccc2)CCN(Cc2ccc(OC)c(COC)c2)CC1	?	18.4µM*	18.4µM*
67	Cc1cc(NC(=O)Nc2cc(C)nn2-c2ccccc2)n(-c2ccccc2)n1	0.0%	-2.7%	-3.1%
68	C=CCn1c(SC(C)C(N)=O)nc2sc(CC)cc2c1=O (stereo not given)	-4.6%	?	-1.6%
69	CC(C)(C)c1ccccc1NC(=O)c1cccnc1	-0.9%	8.0%	4.2%
70	Cc1csc(SCC(=O)Nc2ccccc2C)n1	2.5%	-7.5%	0.8%

Along the list, as entered above.
DT40 TDP1 no CPT, entries 61–69, in order: 3.3%, -6.1%, ?, -25.9%, -3.2%, 18.4µM*, -2.7%, ?, 8.0%
KAT2A inh, entries 61–69, in order: -3.4%, 1.4%, 0.8%, -3.9%, 1.3%, ?, 0.0%, -4.6%, -0.9%

Next structures follow.
No.	SMILES	KAT2A inh	DT40 TDP1 no CPT	DT40 TDP1 CPT
71	Oc1cccc(/C=N/Nc2ccc(Cl)nn2)c1O	-21.7%	0.13µM*	0.092µM*
72	C=CCc1ccccc1OCC(O)CNC(C)C (stereo not given)	-1.8%&-7.1%&2.4%	-9.4%&-26.3%&-10.1%	-14.6%&-26.6%&-7.1%
73	COc1ccccc1NC(=O)c1cc(C(=O)Nc2ccccc2OC)cc([N+](=O)[O-])c1	15.9%	5.6%	-3.7%
74	CC(C)Nc1ncnc2c1ncn2[C@H]1CN(Cc2ccccc2)C[C@@H](CO)O1	·	-9.9%	1.8%
75	COCCCNC(=O)C[C@@H]1C[C@@]2(C(=O)OC)CCCCC=C2N(CCC2=CCCCC2)C1=O	·	16.4µM*	?
76	CC1(NC(=O)Cc2csc(-c3cccc(Cl)c3)n2)CCS(=O)(=O)C1 (stereo not given)	0.1%	?	-24.0%
77	COc1ccccc1N1CCN(S(=O)(=O)CCNC(=O)CC2CCCC2)CC1	·	?	?

Numbers 61 through 77, quoted:
No.	SMILES	KAT2A inh	DT40 TDP1 no CPT	DT40 TDP1 CPT
61	O=C(COC(=O)c1ccc(O)cc1O)Nc1cccc2ccccc12	-3.4%	3.3%	-1.3%
62	CC(C)c1ccc(C(CC(=O)O)NC(=O)c2cccs2)cc1 (stereo not given)	1.4%	-6.1%	2.8%
63	O=C(CN1CCCCCC1)Nc1ccccc1Oc1ccccc1	0.8%	?	-19.4%
64	O=C(COc1ccc([N+](=O)[O-])cc1Cl)Nc1ccc2[nH]c(=O)[nH]c2c1	-3.9%	-25.9%	-23.0%
65	S=C(NCCN1CCOCC1)N/N=C/c1ccccc1	1.3%	-3.2%	10.9%
66	CCOC(=O)C1(CCOc2ccccc2)CCN(Cc2ccc(OC)c(COC)c2)CC1	?	18.4µM*	18.4µM*
67	Cc1cc(NC(=O)Nc2cc(C)nn2-c2ccccc2)n(-c2ccccc2)n1	0.0%	-2.7%	-3.1%
68	C=CCn1c(SC(C)C(N)=O)nc2sc(CC)cc2c1=O (stereo not given)	-4.6%	?	-1.6%
69	CC(C)(C)c1ccccc1NC(=O)c1cccnc1	-0.9%	8.0%	4.2%
70	Cc1csc(SCC(=O)Nc2ccccc2C)n1	2.5%	-7.5%	0.8%
71	Oc1cccc(/C=N/Nc2ccc(Cl)nn2)c1O	-21.7%	0.13µM*	0.092µM*
72	C=CCc1ccccc1OCC(O)CNC(C)C (stereo not given)	-1.8%&-7.1%&2.4%	-9.4%&-26.3%&-10.1%	-14.6%&-26.6%&-7.1%
73	COc1ccccc1NC(=O)c1cc(C(=O)Nc2ccccc2OC)cc([N+](=O)[O-])c1	15.9%	5.6%	-3.7%
74	CC(C)Nc1ncnc2c1ncn2[C@H]1CN(Cc2ccccc2)C[C@@H](CO)O1	·	-9.9%	1.8%
75	COCCCNC(=O)C[C@@H]1C[C@@]2(C(=O)OC)CCCCC=C2N(CCC2=CCCCC2)C1=O	·	16.4µM*	?
76	CC1(NC(=O)Cc2csc(-c3cccc(Cl)c3)n2)CCS(=O)(=O)C1 (stereo not given)	0.1%	?	-24.0%
77	COc1ccccc1N1CCN(S(=O)(=O)CCNC(=O)CC2CCCC2)CC1	·	?	?
